From PubChem BioAssay
12-LOX inh: Primary qHTS assay for inhibitors of human arachidonate 12S-lipoxygenase (ALOX12): Round 2; purified 12hLO, xylenol orange hydroperoxide absorbance; Potency, µM (doses to about 108 µM), for inactives: at the highest dose activity change, negative = inhibition, most hits filed as inhibitors; 1.1% of 580,000 active; active = well fitted inhibition curve with a large enough effect; inconclusive = small, poorly fitted or top-dose-only effect, or another doubt; inactive = no such curve, though single readings can be large or run the other way
Target sequence (P18054 whole entry, looked up): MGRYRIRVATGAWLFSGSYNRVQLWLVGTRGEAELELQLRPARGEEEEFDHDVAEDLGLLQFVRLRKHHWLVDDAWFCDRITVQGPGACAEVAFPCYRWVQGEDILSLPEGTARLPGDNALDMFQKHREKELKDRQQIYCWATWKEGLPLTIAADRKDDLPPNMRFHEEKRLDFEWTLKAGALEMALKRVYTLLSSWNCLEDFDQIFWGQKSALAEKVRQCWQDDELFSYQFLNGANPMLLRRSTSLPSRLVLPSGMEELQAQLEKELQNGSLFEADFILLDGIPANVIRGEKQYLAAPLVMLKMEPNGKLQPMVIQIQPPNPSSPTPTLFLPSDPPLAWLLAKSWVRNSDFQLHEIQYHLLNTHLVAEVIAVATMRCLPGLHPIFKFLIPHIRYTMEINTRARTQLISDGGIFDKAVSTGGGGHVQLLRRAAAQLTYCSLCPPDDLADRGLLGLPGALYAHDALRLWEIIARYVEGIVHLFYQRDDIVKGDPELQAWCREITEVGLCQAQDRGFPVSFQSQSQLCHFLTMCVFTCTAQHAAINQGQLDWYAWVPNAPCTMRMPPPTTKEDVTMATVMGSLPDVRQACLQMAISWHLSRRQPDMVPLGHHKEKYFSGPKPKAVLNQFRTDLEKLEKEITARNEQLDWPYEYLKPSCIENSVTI
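Purified human 12hLO (150 nM final) in 25 mM Hepes, 0.01% Triton X-100, pH 7.0 was preincubated 15 min at room temperature with compound. Then 40 uM arachidonic acid was added, 30 min. Hydroperoxide was read by Fe-XO absorbance ratio 573/405 nm.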
* = called active by the depositor; ? = inconclusive; [ ] = remark or other dose. % is scaled to controls: 0 for no effect and ±100 for the full control effect; potency is read from the fitted curve at half-maximal effect.

Compound	12-LOX inh
CC(C)(C)c1ccccc1NC(=O)CCC(=O)O	-25%
O=C(Cn1ccn2nc(-c3ccc(F)cc3)c(CO)c2c1=O)NCCc1ccc(Cl)cc1	?
COc1cccc(C2CNC(=O)c3nc(Cn4nc(C)c(C)c4C)[nH]c3C2)c1 (stereo unspecified)	115%[activator]
CC(C)CC(=O)N1CCC(c2nc(C3CCOCC3)no2)CC1	9%
CCN(CC)Cc1cc(C(=O)O)co1	-24%
COCCOc1ncccc1-c1noc([C@@H]2CCCN2Cc2ccc(OC)cc2)n1	55%[activator][176 µM]
O=c1c(-c2ccccc2)nnc2sc(-c3ccc(F)c(Cl)c3)nn12	-5%
CN(Cc1cccs1)C(=O)c1ccc(-c2ccccc2)cc1	2%
O=C(N[C@H]1[C@H](O)[C@H](O)C[C@@H]1c1ccc(C(F)(F)F)cc1)c1ccc2c(c1)OCCO2	2%[176 µM]
Cc1ccc(N2CCN(C(=O)C(=O)c3ccc4c(c3)OCO4)CC2)cc1	?
CNCC(=O)N1CCN(Cc2nc(C3CC3)no2)CC(O)C1 (stereo unspecified)	?
CC(C)NC(=O)N1CCN(C(=O)c2cccs2)[C@H](C(=O)N[C@@H](Cc2cccnc2)C(N)=O)C1	6%
CC(=O)c1ccc(S(=O)(=O)NCCCC(=O)O)cc1	-11%
COc1cccc(N2C(=O)NC(=NC3CCCCC3)C23CCCN(Cc2ccccc2)C3)c1 (stereo unspecified)	?
Cc1ccc(Cl)cc1NC(=O)Cn1cccc1-c1nc(-c2ccccc2)no1	-2%
Cc1cnc(CCNC(=O)c2cccc(C#N)c2)n1C1CC1	21%

Reformatted: four of the compounds above.
CNCC(=O)N1CCN(Cc2nc(C3CC3)no2)CC(O)C1 (stereo unspecified)
  12-LOX inh = ?

CC(C)NC(=O)N1CCN(C(=O)c2cccs2)[C@H](C(=O)N[C@@H](Cc2cccnc2)C(N)=O)C1
  12-LOX inh = 6%

CC(=O)c1ccc(S(=O)(=O)NCCCC(=O)O)cc1
  12-LOX inh = -11%

COc1cccc(N2C(=O)NC(=NC3CCCCC3)C23CCCN(Cc2ccccc2)C3)c1 (stereo unspecified)
  12-LOX inh = ?

Next part.
Compound	12-LOX inh
O=C(COC(=O)c1ccccc1Br)c1ccc([N+](=O)[O-])cc1	11%
CC1=C(C(=O)OC(C)C)C(c2ccc(C(F)(F)F)cc2)NC(=O)N1 (stereo unspecified)	-4%
COc1ccc2c3c([nH]c2c1)[C@H](CO)N(C(=O)c1cccnc1)CC31CN(C(=O)c2cccnc2)C1	-29%
CCNC(=O)Cn1c(C)c(Br)c2ccccc21	0%
Cc1nn(CCO)cc1-c1c(-c2ccccc2)ncn1CC(=O)O	?
Cc1nn(-c2nncc(-c3ccccc3)n2)c2c1C(c1cccc(O)c1)CC(=O)N2 (stereo unspecified)	6%
Cn1cc(Br)cc1-c1ncc(Cc2c[nH]c(N)[n+]2C)o1	?
CC1=CC(C)C(C2OCC3(CO2)C(C)C=C(C)CC3C)C(C)C1 (stereo unspecified)	5%
CC(C)(C)c1cc(-c2ccccc2)cc(C(C)(C)C)c1O	-1%
COC(=O)[C@@]1(Cc2ccc(F)cc2)[C@H]2c3cc(C(=O)N(C)C)n(CCN4CCOCC4)c3C[C@H]2CN1C(=O)c1ccccc1	19%
O=c1[nH]c(N2CCOCC2)nc2c1CCN(Cc1ccc(F)cc1Cl)CC2	12%
Cc1ccc(COC(=O)c2nnn(-c3ccccc3)c2C)c(C)c1	2%
COc1cc(C(=O)/C=C/c2ccc(F)cc2)ccc1S(C)(=O)=O	-20%
CC[C@@]1(O)CCN(C(=O)c2cnc(N3CCOCC3)nc2)C[C@H]1O	-2%
O=C1c2c(nc(COc3ccccc3)n2Cc2ccccc2)NCCN1CCOc1ccccc1	23%
O=C(O)[C@@H]1CN(C(=O)c2ccn[nH]2)C[C@H]1c1ccc2c(c1)OCO2	3%
COCC(=O)NC[C@H]1CCN(Cc2cc(C)nn2C)C[C@H]1N(C)C	56%[activator]
CCOc1ccc(CN2CCc3nc(N(C)C)[nH]c(=O)c3CC2)cc1	7%
CC(C)Cn1c(SCC(=O)NC(C)c2ccccc2Cl)nc2ncccc2c1=O (stereo unspecified)	-19%
CCCn1c(C)cnc1CC1CCN(C(C)=O)C1 (stereo unspecified)	50%[activator]
COCCn1c(=O)n([C@H]2CCCN(C(=O)C3CCCCC3)C2)c2ncccc21	-3%
CNc1ncccc1C(=O)N1CCCN(Cc2ccc(F)cc2)C(C(C)C)C1 (stereo unspecified)	7%
COCC(=O)N(C)Cc1cccc(C(F)(F)F)c1	34%[176 µM]
CCc1c(C)sc2c1c1nc(-c3cccnc3)nn1c(=O)n2CC(=O)N1CCOCC1	4%
CCN1C(=O)CCN(C(=O)NC(C)C)CC12CCOCC2	8%
C[S+](=O)([O-])NC1CC2(CCN(C(=O)CCCN)CC2)c2ccccc21 (stereo unspecified)	11%[6.33 µM]
CNC(=O)c1ccccc1C(=O)c1cc(C)ccc1C	2%
CC(=O)Nc1cccc(C(=O)N2CCC(n3cc(-c4nc(C)no4)nn3)CC2)c1	?
O=C(NCC1CCCCC1)C1(CCO)CCN(c2ncccn2)C1 (stereo unspecified)	11%
COCc1noc(CNC(=O)C(c2ccc(F)cc2)N(C)C)n1 (stereo unspecified)	13%
O=C(COc1ccc(OCc2ccccc2)cc1)OCC(=O)c1cc2ccccc2o1	-20%
O=C(Nc1ccc(F)cc1)c1ccc2c(c1)CCC2	-2%
O=C(NC1CC1)c1cn(-c2ccccc2)nc1-c1cccnc1	18%
Cc1ccc(NC(=O)c2cccc(C(F)(F)F)c2)c(Cl)c1	19%
COc1ccc2c(c1)[C@@]1(OCCC=C[C@H]1C)C(=O)N2Cc1ccc(Br)cc1	-11%
O=C(CN1C(=O)c2cccnc2Sc2ccccc21)N1CCN(C2CCCCC2)CC1	-6%
COc1ccc(C2=NOC(C(=O)Nc3ccc(OC(F)(F)F)cc3)C2)cc1 (stereo unspecified)	8%
COCCOC1CCOC2(CCN(C(=O)NCc3ccc(F)cc3)CC2)C1 (stereo unspecified)	?
O=C(OCC(=O)N1CCCC1=O)c1cc(-c2ccco2)nc2ccccc12	5.6µM*
CCCCCNC(=O)C(c1ccc(OC)cc1)n1c(=O)c(-c2cc3ccccc3[nH]2)nc2ccccc21 (stereo unspecified)	?
COc1cccc(CNC(=O)c2c(C)noc2-c2cccs2)c1	19%
NS(=O)(=O)c1ccc(NC(=S)Nc2ccccc2)cc1	4%
Cc1ccc(S(=O)(=O)N2CCN(C(=O)c3ccc(Cn4nnc5ccccc54)cc3)CC2)cc1	38%[activator]
OC1(CN2CCN(C/C=C/c3ccccc3)CC2)CNCCOC1 (stereo unspecified)	35%[activator]
N#CC(C(=O)Nc1ccccc1Cl)C(=O)c1ccc(F)cc1 (stereo unspecified)	-7%
Cc1cc(C#N)c(-c2ccccc2C(=O)N(C(C)C)C(C)C)nc1C	-7%
O=C(O)CCC(=O)N1Cc2ccccc2CC2(CCN(Cc3cccnc3)C2)C1 (stereo unspecified)	8%[6.33 µM]
O=C(NC1CC1)c1ccc(Cn2ccn3nc4c(c3c2=O)CCCC4)cc1	34%
Cn1nc2n(c1=O)CCC(NC(=O)CN1CCCC1=O)CC2 (stereo unspecified)	43%
CC(=O)Oc1ccccc1C(=O)Nc1ccc2c(c1)CN(Cc1ccc(Cl)cc1)C(=O)C(C)O2 (stereo unspecified)	8%
COc1cccc(-c2ccc(-c3noc(-c4ccccc4OC)n3)c(OC)n2)c1	36%
Cc1cnc(CN(C)C(=O)C2CCCN(C3CCN(Cc4ccncc4)CC3)C2)[nH]1 (stereo unspecified)	66%[activator]
CN(Cc1ccccc1)C(=O)C[C@@H]1CCNC[C@@H]1Cc1cc(CSc2ccccc2)on1	5%
CCOC(=O)C1C(=O)C=C(/C=C/c2ccccc2)CC1c1ccccc1 (stereo unspecified)	?
COc1cccc(F)c1-c1nc(C)c(C(=O)Nc2ccc3c(c2)OCO3)s1	1%
COc1ccc(OCc2nc3c(n2Cc2ccccc2)C(=O)N(Cc2ccccc2F)CCN3)cc1OC	31%[activator]

Reprinted from the part before: 3 entries, followed by the next part.
Compound	12-LOX inh
CCOC(=O)C1C(=O)C=C(/C=C/c2ccccc2)CC1c1ccccc1 (stereo unspecified)	?
COc1cccc(F)c1-c1nc(C)c(C(=O)Nc2ccc3c(c2)OCO3)s1	1%
COc1ccc(OCc2nc3c(n2Cc2ccccc2)C(=O)N(Cc2ccccc2F)CCN3)cc1OC	31%[activator]
O=C(Cc1ccccc1)Nc1ccnn1C1CCN(Cc2cccc3nonc23)CC1	38%[activator]
CCc1ccccc1NC(=O)CSc1nnc(-c2cc(-c3ccc(Cl)cc3)n[nH]2)n1N	-15%
CCOC(=O)CCc1cc2c(C)cc(=O)oc2cc1O	-7%
CC(C)N1C[C@@H]2CN(C(=O)CCCn3ccnc3)C[C@]2(C(=O)O)C1	74%[activator]
CC(C)NC(=O)C1CCN(C(=O)C(C)(C)C)CC1	23%
O=C(OCC(=O)N1CCCCC1)c1ccc2c(c1)S(=O)(=O)c1ccccc1C2=O	-76%
Cc1ccc(C)c(CN2C(=O)NC3(CCN(C(=O)c4ccncc4)CC3)C2=O)c1	?
CCn1c(SCC(=O)Nc2ccc(Cl)cc2)nc2nc3c(cc2c1=O)COC(C)(C)C3	14%
O=C(C[C@@H]1O[C@H](CNS(=O)(=O)c2ccccc2)[C@@H](O)[C@H]1O)N1CCN(c2ccc(F)cc2)CC1	4%
Cc1c(C(=O)Nc2ccc(S(=O)(=O)C(F)F)cc2)oc2ccccc12	-19%
Cc1noc(C)c1[S+](=O)([O-])NC1CCN(c2nc3ncccc3o2)CC1	35%[activator]
O=C(NCc1c[nH]c2ncccc12)c1ccc(Cl)cc1	33%[activator][176 µM]
O=C(NC1CCN(c2cc(-c3ccccc3)[nH]n2)CC1)c1ccc2ccccc2n1	1%
COc1ccc(C(=O)N2C[C@@H](Oc3cccnc3)C[C@H]2C(=O)NC2CC2)c(OC)c1	31%
N#Cc1ccccc1NCc1ccccn1	11%
CCC(=O)N(C1CCOCC1)C1CCN(S(=O)(=O)c2cc(C)ccc2C)CC1	44%[activator]
COc1ccc2c(c1)CCCC1(CCCO2)CCCO1 (stereo unspecified)	14%
Cc1ccccc1-c1cc(-c2c(C)noc2C)c2cncn2c1	51%[activator][176 µM]
N#C/C(=C/c1c[nH]c2ccccc12)C(=O)N1CCCC1	10%
O=C1CC(c2ccccc2)N(C(=O)C2CC2)CCCN(C(=O)c2c[nH]c3ccccc23)CCN1 (stereo unspecified)	32%
COc1ccc(CN[C@H](C)c2onc(-c3ccc(F)cc3)c2C(=O)O)cc1	?
COc1ccc(C(=O)C(C)OC(=O)c2cc(=O)c3ccccc3o2)cc1 (stereo unspecified)	-3%
Cc1ccc(CNc2oc(-c3ccc(S(=O)(=O)N(C)C)cc3)nc2C#N)cc1	?
CC(C)N1C[C@H](O)C[C@H]1c1nnc2n1CCN(C(=O)c1ccoc1)CC2	21%
COc1ccccc1CCn1c(=O)c(-c2ccc(F)c(F)c2)nc2cncnc21	0%
Cc1ccc(CN2CCc3nc(C4CC4)nc(-c4ccc(O)cc4)c3C2)cc1	-20%
COC(=O)CC(NC(=O)Cc1ccccc1Cl)c1cccs1 (stereo unspecified)	-19%
Cc1ccc(F)cc1S(=O)(=O)N1CCC(OC2CCN(Cc3ccccc3)CC2)CC1	?
COCCN1CCCC(c2[nH]ccc2C(=O)NCCc2c[nH]c3ccccc23)C1 (stereo unspecified)	9%
O=C(O)/C=C/c1cc(Cl)ccc1OCc1ccccc1	-58%
COc1ccc(-c2noc([C@@H]3Cc4nc[nH]c4CN3C(=O)c3cccs3)n2)cc1	65%[activator][176 µM]
COc1ccc(-c2nc3cnc(OC)nc3n(C[C@H]3CCCO3)c2=O)cc1	115%[activator]
Cc1noc(C2CC3(CCN(C(=O)c4n[nH]c5ccccc45)CC3)CN2C)n1 (stereo unspecified)	40%[activator]
Cc1ccc(-c2cc(Nc3ccc(C(=O)N(C)Cc4ccccc4)cc3)ncn2)cc1	-29%
Cc1cccc(CC(=O)N[C@@H]2CN(c3ccncn3)C[C@H]2CO)c1	20%
Cc1cc(C)cc(OCCC(=O)Nc2c(C)nn(C)c2C)c1	-3%
CCn1ncc(NC(=O)Cn2ncc3cc(-c4ccc(F)cc4F)ccc32)n1	?
Cn1c(SCc2cccc3cccnc23)nnc1C(F)(F)F	-5%
NC(=O)[C@H](Cc1cccs1)NC(=O)[C@@]1(O)C[C@@H](O)[C@H](O)[C@@H](NC(=O)CC2(CC(=O)O)CCCC2)C1	29%
CN(CC1COCCO1)C(=O)c1cnn(-c2ncc3c(n2)-c2ccccc2CCC3)c1C1CC1 (stereo unspecified)	19%
Clc1ccc(-c2nnc3ccc(SCc4ccco4)nn23)cc1	-67%
COc1ccc(-c2cc3ccc(OC(=O)C(C)(C)C)cc3oc2=O)cc1OC	47%[activator]
COc1cccc(NC(=O)N[C@H]2CCN(C(=O)C=C(C)C)[C@@H]2C(=O)N[C@H](Cc2ccccc2)C(N)=O)c1	3%
CCCC1CCC(=O)O1 (stereo unspecified)	4%[176 µM]

These rows are one share of the data; rates above refer to the full screens.
